Compound activity deposited in PubChem BioAssay by The Scripps Research Institute Molecular Screening Center.
PAD4 inh – blocks human protein arginine deiminase 4. Q9UM07. recombinant PAD4, RCA probe fluorescence polarization. inhibition, % at 6.36 µM. hit rate 0.41% among 330,000. AID 485272;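 active = percent inhibition above a cutoff equal to the mean of all tested compounds plus 3 SD, cut at about 15% in these data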;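 also: 0% = PAD4 with RCA probe and DMSO and 100% = probe without PAD4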
PREPL inhibitor – human PREPL enzyme inhibition | hit rate 0.68% among 320,000 | Q4J6C6 | inhibition, % at 5.96 µM | recombinant PREPL, fluorescence polarization activity-based probe | AID 2751; in the data active = inhibition above about 43%;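 also: 0% = enzyme with DMSO and 100% = wells lacking enzyme; many of its hits are not listed in these tables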
GSTO1 inh – GSTO1 inhibition, counter-screen for RBBP9 inhibitors; hit rate 1.1% among 300,000; recombinant GSTO1, activity-based probe fluorescence polarization; P78417; AID 1974; inhibition, % at 5.96 µM;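 active = inhibition above the campaign mean inhibition plus 3 SD, cut at about 35% in these data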;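 also: 0% = GSTO1-1 with DMSO and 100% = wells lacking GSTO1-1 enzyme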
Target sequence (P78417 whole entry, looked up): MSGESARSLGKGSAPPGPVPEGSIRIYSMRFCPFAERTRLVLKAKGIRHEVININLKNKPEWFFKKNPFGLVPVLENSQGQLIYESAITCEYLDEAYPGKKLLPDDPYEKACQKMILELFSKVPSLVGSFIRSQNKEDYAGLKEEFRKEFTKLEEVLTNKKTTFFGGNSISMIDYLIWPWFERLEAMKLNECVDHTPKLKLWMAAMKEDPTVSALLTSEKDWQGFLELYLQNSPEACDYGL
PAFAH1B3 FP inh – PAFAH1B3 (human) inhibition; Q15102; recombinant PAFAH1B3, FP-rhodamine probe, fluorescence polarization; inhibition, % at 3.39 µM; hit rate 0.28% among 340,000;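 active = inhibition above the screen-wide average of all tested compounds plus 3 SD, cut at about 25% in these data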;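 also: 0% = enzyme with DMSO only and 100% = wells lacking PAFAH1B3 protein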
Target sequence (Q15102 whole entry, looked up): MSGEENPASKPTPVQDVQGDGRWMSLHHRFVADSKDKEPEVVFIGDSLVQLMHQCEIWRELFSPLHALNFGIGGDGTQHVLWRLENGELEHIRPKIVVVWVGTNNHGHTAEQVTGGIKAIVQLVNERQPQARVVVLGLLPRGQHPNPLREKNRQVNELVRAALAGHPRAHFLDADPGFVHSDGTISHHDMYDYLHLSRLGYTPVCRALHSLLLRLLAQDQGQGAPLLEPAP
PAFAH2 FP inh – inhibitors of human PAFAH2; recombinant PAFAH2, FP-rhodamine activity probe, fluorescence polarization; inhibition, % at 3.39 µM; hit rate 0.99% among 340,000;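 active = inhibition above the mean over all tested compounds plus 3 SD, cut at about 30% in these data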;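 also: inhibitors block probe labeling of enzyme so polarization drops; 0% = enzyme with DMSO and 100% = wells lacking PAFAH2 protein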
LYPLA2 inh – counter-screen for PME1 inhibitors: inhibitors of human LYPLA2. hit rate 0.38% among 320,000. AID 2177. inhibition, % at 5.9 µM. O95372. recombinant LYPLA2, FP-Rh probe fluorescence polarization;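 active = inhibition above the screen-wide mean plus 3 SD, limit set per campaign, cut at about 26% in these data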;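 also: 0% = LYPLA2 with DMSO and 100% = wells lacking LYPLA2 enzyme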
Target sequence (O95372 whole entry, looked up): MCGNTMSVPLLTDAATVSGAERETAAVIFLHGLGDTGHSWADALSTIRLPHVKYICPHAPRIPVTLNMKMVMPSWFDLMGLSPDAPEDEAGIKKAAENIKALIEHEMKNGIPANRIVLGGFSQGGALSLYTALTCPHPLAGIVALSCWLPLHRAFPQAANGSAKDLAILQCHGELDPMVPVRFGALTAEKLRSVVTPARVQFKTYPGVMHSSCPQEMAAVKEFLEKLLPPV
PAFAH1B2 FP inh – blocks human PAF acetylhydrolase 1b catalytic subunit 2 | inhibition, % at 3.39 µM | AID 492953 | hit rate 1.2% among 340,000 | recombinant PAFAH1B2, FP-rhodamine activity probe, fluorescence polarization;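 active = inhibition above the mean of all tested compounds plus 3 SD, cut at about 24% in these data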;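 also: 0% = enzyme with DMSO and 100% = wells lacking PAFAH1B2; many of its hits are not listed in these tables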
LYPLA1 inh – counter-screen for PME1 inhibitors: inhibitors of human LYPLA1. O75608. recombinant LYPLA1, FP-Rh probe fluorescence polarization. inhibition, % at 5.9 µM. hit rate 0.16% among 320,000. AID 2174;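 active = inhibition above the mean of all tested compounds plus 3 SD, set per campaign, cut at about 14% in these data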;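 also: inhibitors block serine hydrolase probe labeling of LYPLA1 so polarization falls; 0% = enzyme with DMSO and 100% = wells lacking LYPLA1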
Target sequence (O75608 whole entry, looked up): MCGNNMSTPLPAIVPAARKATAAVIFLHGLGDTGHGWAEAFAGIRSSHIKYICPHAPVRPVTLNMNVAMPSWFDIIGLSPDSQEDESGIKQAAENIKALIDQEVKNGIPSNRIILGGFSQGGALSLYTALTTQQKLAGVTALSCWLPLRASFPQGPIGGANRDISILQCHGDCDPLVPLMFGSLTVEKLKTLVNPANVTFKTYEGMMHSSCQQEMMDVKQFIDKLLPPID
pPAFAH FP inh – pPAFAH (human) enzyme inhibition. Q13093. recombinant pPAFAH, FP-rhodamine probe fluorescence polarization. inhibition, % at 3.39 µM. hit rate 1.5% among 330,000;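 active = inhibition above the mean inhibition across the screen plus 3 SD, cut at about 25% in these data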;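 also: inhibitors block binding of the rhodamine activity-based probe so polarization drops; 0% = enzyme with DMSO and 100% = wells lacking pPAFAH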
The depositor's hits bear a star; nt = not tested or not shown.

Sequence of screens – PAD4 inh, PREPL inhibitor, GSTO1 inh, PAFAH1B3 FP inh, PAFAH2 FP inh, LYPLA2 inh, PAFAH1B2 FP inh, LYPLA1 inh, pPAFAH FP inh
1) CCc1nnc(NC(=O)CSCc2cc(=O)n3nc(C)sc3n2)s1
→ 1, 1, 17, -2, -1, 1, -1, 0, 2
2) CNc1ccccc1-c1nc2ccccc2n(C)c1=O
→ -3, 4, -4, 5, -7, 3, 3, 5, 3
3) CSCc1cc(N2CCOCC2)nc(-c2ccccc2)n1
→ -1, -15, 1, 6, -6, -7, 8, 0, 8
4) O=C(CSc1ncn(-c2ccccc2)n1)c1cccs1
→ 1, -6, -1, 6, 1, -5, 3, -4, 0
5) C=CCSc1nnc(-c2nnc(SCC=C)n2-c2ccccc2)n1-c1ccccc1
→ -1, 31, -2, -1, 9, 9, 6, 0, 2
6) O=C1c2ccccc2C(=O)N1CC1c2ccccc2CCN1C(=O)CN1CCOCC1 (centres undefined)
→ 1, 17, 3, -1, -4, 8, 3, 1, 0
7) Cc1ccccc1Cc1c(C)nc2c(C(=O)NCc3ccc4c(c3)OCO4)cnn2c1C
→ 0, 5, 2, 0, 6, 0, -7, 0, -3
8) CN1CCCN(S(=O)(=O)c2ccccc2)CC1
→ 1, -7, 5, 10, 6, 6, 0, -3, -5
9) CCOc1ccc(Cn2c3ccc(OC)cc3c3nc4ccccc4nc32)cc1
→ -2, 3, -5, 5, 6, -4, 3, -2, -6
10) c1ccc2cc(OCCN3CCCC3)ccc2c1
→ 4, 7, -1, 6, -4, 1, 2, -2, -6
11) COc1ccccc1N(C(=O)c1snc(C(N)=O)c1N)C(C(=O)NC1CCCCC1)c1cccc(OC)c1OC (centres undefined)
→ -2, 13, 2, 0, 6, -1, 6, -6, -9
12) CC(C)C[C@H](NC(=O)N1CC(=O)Nc2ccccc21)C(=O)N[C@@H](Cc1ccccc1)C(=O)O
→ -3, -1, -4, 5, -1, 7, 1, 2, 1
13) COc1ccc(NC(=O)CSc2nc(N)c3cc4c(nc3n2)CC(C)(C)OC4)cc1
→ -4, -8, 1, 4, -5, 3, 5, -2, 2
14) CC(=O)c1cc(CN2CCN(CCC(C)C)C(CCO)C2)cs1 (centres undefined)
→ -16, 10, 15, 4, 1, -3, 6, 0, -5
15) CCCC(=O)Nc1nnc(CCN2CCCCC2)s1
→ 0, 8, 5, 4, -4, -8, -1, -2, 3
16) COCCCNC(=O)CNC(=S)N(Cc1ccccc1F)C1CCCCC1
→ 5, 2, 7, 3, -4, 8, 4, 0, 3
17) CCc1noc(C)c1C(=O)N1CCCSC1=Nc1ccccc1OC
→ 1, -3, 0, 0, 4, -3, 3, 3, 0
18) O=C(Nc1ccc(O)cc1C(=O)O)c1cccs1
→ -1, -3, -11, 6, 7, -2, 4, 0, -1
19) CC(C)(C)c1cc(NC(=O)Nc2ccccc2OC(F)(F)F)no1
→ 0, 10, -3, 4, 2, 0, 5, 1, 7
20) CCc1noc(C)c1C(=O)N1CCN(S(=O)(=O)c2cc(C)ccc2C)CC1
→ -3, -4, -1, -2, 1, 2, -5, 5, 3

Part of the list above, reduced to PAFAH1B2 FP inh:
cpd | SMILES | PAFAH1B2 FP inh
11 | COc1ccccc1N(C(=O)c1snc(C(N)=O)c1N)C(C(=O)NC1CCCCC1)c1cccc(OC)c1OC (centres undefined) | 6
20 | CCc1noc(C)c1C(=O)N1CCN(S(=O)(=O)c2cc(C)ccc2C)CC1 | -5
1 | CCc1nnc(NC(=O)CSCc2cc(=O)n3nc(C)sc3n2)s1 | -1
10 | c1ccc2cc(OCCN3CCCC3)ccc2c1 | 2
2 | CNc1ccccc1-c1nc2ccccc2n(C)c1=O | 3
6 | O=C1c2ccccc2C(=O)N1CC1c2ccccc2CCN1C(=O)CN1CCOCC1 (centres undefined) | 3

Next records
Sequence of screens – PAD4 inh, PREPL inhibitor, GSTO1 inh, PAFAH1B3 FP inh, PAFAH2 FP inh, LYPLA2 inh, PAFAH1B2 FP inh, LYPLA1 inh, pPAFAH FP inh
21) CC(C)N(C(=O)CSc1n[nH]c(=O)n1CCc1ccccc1)C(C)C
→ -4, 10, 2, 0, 7, 1, 3, 3, 1
22) CCc1nnc(NC(=O)CSc2nc3cccnc3n2Cc2ccccc2)s1
→ 0, 9, 36*, 1, -3, -6, 2, -1, -3
23) COc1cccc(OCC(O)CN2CCN(C(c3ccccc3)c3ccccc3)CC2)c1 (centres undefined)
→ -1, 11, 5, 10, 1, 0, 8, -2, -1
24) C=CCOc1ccccc1C1C2=C(CC(C)(C)CC2=O)Nc2c1c(=O)n(C)c(=O)n2C (centres undefined)
→ 4, 21, 3, 3, -5, 9, 1, 3, 0
25) Cc1ccc(-c2ccc(CCC(=O)O)n2NC(=O)c2ccc([N+](=O)[O-])cc2)cc1
→ 7, -3, 2, 3, -1, -2, 5, -3, 7
26) Cc1nnc(NC(=O)c2ccccc2Oc2ccccc2)s1
→ 2, -72, 11, -1, 0, 13, 3, -3, 1
27) COc1ccc(NC(=O)N2CCC(Cc3ccccc3)CC2)cc1
→ 0, -4, 11, 4, 4, -1, 2, -3, 1
28) CC(C)(C)c1ccc(N/N=C(\C#N)S(=O)(=O)C(C)(C)C)cc1
→ 1, -5, -23, 12, 19, -2, 14, -2, 33*
29) Cc1cc(C)c(C)c(S(=O)(=O)NCc2ccc(C(=O)NCC3CCCO3)cc2)c1C (centres undefined)
→ -2, 4, -10, 1, -6, 1, 6, 0, -1
30) CC(C)c1ccc(OCc2ccc(C(=O)NN3CCN(C)CC3)o2)cc1
→ -4, -1, -3, 0, 4, 7, 8, 2, 13

Structural class: the entries above containing a COOH group
Sequence of screens – PAD4 inh, PREPL inhibitor, GSTO1 inh, PAFAH1B3 FP inh, PAFAH2 FP inh, LYPLA2 inh, PAFAH1B2 FP inh, LYPLA1 inh, pPAFAH FP inh
12) CC(C)C[C@H](NC(=O)N1CC(=O)Nc2ccccc21)C(=O)N[C@@H](Cc1ccccc1)C(=O)O
→ -3, -1, -4, 5, -1, 7, 1, 2, 1
18) O=C(Nc1ccc(O)cc1C(=O)O)c1cccs1
→ -1, -3, -11, 6, 7, -2, 4, 0, -1
25) Cc1ccc(-c2ccc(CCC(=O)O)n2NC(=O)c2ccc([N+](=O)[O-])cc2)cc1
→ 7, -3, 2, 3, -1, -2, 5, -3, 7

New compounds follow:
Sequence of screens – PAD4 inh, PREPL inhibitor, GSTO1 inh, PAFAH1B3 FP inh, PAFAH2 FP inh, LYPLA2 inh, PAFAH1B2 FP inh, LYPLA1 inh, pPAFAH FP inh
31) CC1CCN(C(=O)CSc2ccc(-c3ccc4c(c3)OCCO4)nn2)CC1
→ -5, -4, -9, 4, -7, -6, 9, 0, -5
32) CN(CC(=O)NCCCc1ccccc1)S(=O)(=O)c1ccc(Br)cc1
→ 1, 1, 8, 7, 0, -8, 9, -2, 5
33) Cc1c(OCC(=O)N(C)c2ccccc2)ccc2c3c(c(=O)oc12)CCC3
→ -4, -4, -4, 3, 9, 2, 2, -6, -2
34) O=C(O)c1cccc(COc2cccc3ccccc23)c1
→ -8, 2, 0, 6, 2, 2, 5, 0, 3
35) O=C(NCc1ccccc1)c1ccc2c(=O)n(CCCN3CCCC3=O)c(=S)[nH]c2c1
→ -1, -7, 8, 7, -6, 3, 2, -1, 0
36) CCn1c(SCC(=O)N2CCCCC2)nc2c(c1=O)SCC2
→ 4, 14, -1, 8, 1, 4, 3, -2, 1
37) CSc1nc(N)c(C#N)c(-c2ccccc2Cl)c1C#N
→ -4, -6, -7, -5, 4, -1, -2, -3, 2
38) N=c1sccn1CC(=O)Nc1ccc(Cl)c(S(=O)(=O)N2CCOCC2)c1
→ -4, -7, 1, -1, 0, -6, 3, -1, 2
39) COc1ccc(NC(=O)CN(C)C(=O)c2ccc(NC3CC3)c([N+](=O)[O-])c2)cc1
→ -1, 12, -6, 5, -2, 11, 0, 2, -2
40) COc1ccccc1CNC(=O)CCCOc1cc(=O)n(C)c2ccccc12
→ -4, -10, -3, 1, -2, -7, 3, -3, 1

Next section.
entry	SMILES	PAD4 inh	PREPL inhibitor	GSTO1 inh	PAFAH1B3 FP inh	PAFAH2 FP inh	LYPLA2 inh	PAFAH1B2 FP inh	LYPLA1 inh	pPAFAH FP inh
41	COCCNC(=O)CSc1nnc2c(Cl)cc(Cl)cn12	-1	8	-2	6	3	1	1	0	1
42	CC(C)(C)c1ccc(S(=O)(=O)N2CC(=O)Nc3ccccc32)cc1	4	5	0	-3	1	6	12	-1	3
43	COC(=O)c1cc(Cl)c(NS(=O)(=O)c2ccccc2)cc1OC	-2	1	5	12	1	6	6	-3	6
44	CN(C)C(=O)CN1CCN(C(=O)CCl)CC1	-5	-3	61*	13	3	-1	4	-3	3
45	O=C(CCN1C(=O)/C(=C/C=C/c2ccccc2)SC1=S)Nc1nc2ccccc2s1	1	-11	-2	2	-10	-1	-1	-7	6
46	O=C(c1ccc(CS(=O)c2ccccc2Cl)o1)N1CCN(c2ccccn2)CC1 (centres undefined)	3	9	4	1	-2	-7	4	-1	4
47	O=C(O)C1C2C=CC(C2)C1C(=O)Nc1cccc(Cl)c1 (centres undefined)	-6	4	7	6	0	3	2	2	4
48	COc1ccccc1C(CNC(=O)c1ccc(OCc2c(C)noc2C)cc1)N1CCCC1 (centres undefined)	-2	6	nt	-3	2	0	-2	0	2
49	O=C(COc1ccc(Br)cc1CNCCCN1CCOCC1)Nc1ccccc1	2	34	-6	8	8	12	0	2	6
50	CCOC(=O)c1oc2cc(O)cc(C)c2c(=O)c1-c1cscn1	-1	-7	4	3	-5	8	0	4	7
51	CC(C)Cc1nnc(NC(=O)c2ccc(N3CCCC3=O)cc2)s1	2	0	-7	0	-7	7	2	0	-2
52	CCCCOc1ccc(-c2nnn(CC(=O)Nc3ncc(CC(=O)OCC)s3)n2)cc1	0	-15	-14	-5	-1	-34	1	-7	5
53	CCOC(=O)C1(CC2CCCCO2)CCN(C(=O)Nc2ccc3c(c2)OCO3)CC1 (centres undefined)	-1	19	4	10	-2	-9	-3	-9	-3
54	Cc1ccc2oc(-c3cccc(NC(=O)c4ccc(Br)o4)c3C)nc2c1	4	-10	-3	-3	8	-1	3	2	3

Some of the compounds tested; count on the stated rates, not on these rows.
